DT40 TDP1 no CPT – qHTS for Inhibitors of human tyrosyl-DNA phosphodiesterase 1 (TDP1): qHTS in cells in absence of CPT; Potency, µM (titrated, usually from 46.2 µM), for the others: top-dose activity change, negative = growth inhibition, usual class: inhibitors; DT40 Tdp1-/- hTDP1 cells, no CPT, ATP luminescence, 48 h; AID 686978, 2013; hit rate 15% among 420,000; note: nearly all actives have a fitted effect of over 55% in size
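Camptothecin absent (DMSO only). Human TDP1-complemented DT40 knockout cells, 400 cells/well, 37 °C for minimum 48 hr; ATP measured via CellTiter-Glo, 30 min dark incubation, luminescence.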
TDP1 block – TDP1 (human) enzyme inhibition; AID 485290; recombinant TDP1, AlphaScreen DNA substrate cleavage; Potency, µM (titrated, usually from 130 µM), without a hit: top-dose activity change, negative = inhibition, hits mostly inhibitors; hit rate 0.28% among 350,000; note: nearly all actives have a fitted effect of over 40% in size
Target sequence (Q9NUW8 whole entry, looked up): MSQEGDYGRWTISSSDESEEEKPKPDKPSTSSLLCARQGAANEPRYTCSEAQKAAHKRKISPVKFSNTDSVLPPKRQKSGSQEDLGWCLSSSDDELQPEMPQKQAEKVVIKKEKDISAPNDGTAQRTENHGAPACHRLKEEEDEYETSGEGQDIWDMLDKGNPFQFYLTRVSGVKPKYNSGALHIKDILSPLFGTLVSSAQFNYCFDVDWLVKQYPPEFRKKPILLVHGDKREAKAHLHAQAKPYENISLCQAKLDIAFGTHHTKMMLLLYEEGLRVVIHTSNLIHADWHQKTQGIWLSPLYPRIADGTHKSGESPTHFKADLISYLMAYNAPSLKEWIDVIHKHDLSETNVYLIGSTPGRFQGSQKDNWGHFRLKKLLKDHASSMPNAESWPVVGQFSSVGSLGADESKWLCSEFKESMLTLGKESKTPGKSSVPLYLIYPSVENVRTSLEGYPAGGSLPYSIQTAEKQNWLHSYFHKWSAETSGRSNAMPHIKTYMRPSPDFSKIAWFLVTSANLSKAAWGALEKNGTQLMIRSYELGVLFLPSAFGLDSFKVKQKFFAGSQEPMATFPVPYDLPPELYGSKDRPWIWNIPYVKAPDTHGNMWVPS
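Recombinant E. coli-expressed Tdp1 (1 nM) preincubated with compound 15 min at RT, then 5'-biotin/3'-phosphotyrosine-FITC DNA substrate (15 nM) added for 5 min. AlphaScreen beads (10 ug/ml) added, 10 min RT; tyrosine-FITC cleavage read as signal loss.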
TDP1 cell CPT – growth inhibition of DT40 Tdp1-/-;hTDP1 cells with camptothecin (screen for TDP1 inhibitors); chicken DT40 Tdp1-/-;hTDP1 cells + 20 nM CPT, ATP luminescence, 48 h; Potency, µM (highest dose often 46.2 µM), for inactives: top-dose activity change, negative = growth inhibition, actives largely listed as inhibitors; hit rate 12% among 420,000; note: nearly all actives have a fitted effect of over 55% in size
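Cell growth measured by CellTiter-Glo luminescence after a minimum 48 h, 37 C compound exposure with 20 nM CPT in Tdp1-knockout DT40 cells stably expressing hTDP1, seeded 400/well; qHTS titration format.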
Numbers without * were called inactive; u = inconclusive; x = no result given. Calls come from the whole dose curve; as a rule, active = well fitted curve in the direction sought with a large enough effect; inconclusive = small, poorly fitted or top-dose-only effect, or another doubt; inactive = no such curve, though single readings can be large; an effect the other way counts as inactive or inconclusive. % is set by controls: 0 for no effect and ±100 for the full control effect; potency is the fitted concentration of half-maximal effect.

1	Cc1ccc(-c2cnc(C3CC3)o2)cc1S(=O)(=O)Nc1ccc(F)cc1Cl
2	OC[C@H]1O[C@@H](c2nc3ccc(-c4nc(-c5cccs5)no4)cc3[nH]2)C[C@@H]1O
3	O=C(c1cc(-c2cccc(Cl)c2)on1)N1CCCCCC1
4	Cc1cccn2c(=O)c3cc(C#N)c(=O)n(-c4nnc(SCc5ccc(F)cc5)s4)c3nc12
5	Cc1ccc(NC(=O)C(=O)NCCN2CCN(S(=O)(=O)c3ccccc3)CC2)cc1C
6	COc1ccc(C(=O)O)cc1S(=O)(=O)N1CCSCC1
7	COc1ccc(Nc2n[nH]c(C)c2[N+](=O)[O-])cc1
8	Cc1ccc(S(=O)(=O)Nc2ccc3c(c2)c2c(n3S(=O)(=O)c3ccc(C)cc3)CCCC2=O)cc1
9	Cc1ccc([N+](=O)[O-])cc1S(=O)(=O)N1CCN(C)CC1
10	Cc1ccc(Cl)cc1NC(=O)N[C@@H](C)C(=O)O
Screen / compound no.	1	2	3	4	5	6	7	8	9	10
DT40 TDP1 no CPT	26µM*	u	0%	u	u	18%	-19%	8.2µM*	3%	-2%
TDP1 block	6%	x	11%	-5%	5%	4%	0%	5%	4%	8%
TDP1 cell CPT	u	u	3%	u	u	0%	-18%	5.8µM*	14%	2%

Ordered by count of non-hydrogen atoms (highest first): part of the list above.
5	Cc1ccc(NC(=O)C(=O)NCCN2CCN(S(=O)(=O)c3ccccc3)CC2)cc1C
2	OC[C@H]1O[C@@H](c2nc3ccc(-c4nc(-c5cccs5)no4)cc3[nH]2)C[C@@H]1O
3	O=C(c1cc(-c2cccc(Cl)c2)on1)N1CCCCCC1
Screen / compound no.	5	2	3
DT40 TDP1 no CPT	u	u	0%
TDP1 block	5%	x	11%
TDP1 cell CPT	u	u	3%

(list continues)
11	COc1cccc(OC)c1NC(=O)CN1CCC(NC(=O)c2cccc(F)c2)CC1
12	COc1ccc(CNC(=O)COC(=O)c2c(-c3c(F)cccc3Cl)noc2C)cc1OC
13	O=C1CCc2cc(S(=O)(=O)NC(Cc3ccccc3)C(=O)NCCC3=CCCCC3)ccc2N1 (stereo not drawn)
14	Cc1cc(=O)[nH]c(-n2[nH]c3c(c2=O)CCCC3)n1
15	COc1ccc(OCC(=O)NNC(=O)c2cccc(O)c2)cc1
16	Cc1cc(N2CCN(c3ccccc3)CC2)n2cc(-c3ccccc3)nc2n1
17	CCOC(=O)N1C(=O)NC(=O)C1c1ccccc1 (stereo not drawn)
18	CN(CC(=O)NCc1ccccc1Cl)S(=O)(=O)c1ccc2c(c1)c(=O)n(C)c(=O)n2C
19	CCCCNC(=O)C(CC)Sc1nc2ccccc2c(=O)n1Cc1ccco1 (stereo not drawn)
20	COC(=O)CCCCCC(CCC(=O)OC)NC(C)=O (stereo not drawn)
Screen / compound no.	11	12	13	14	15	16	17	18	19	20
DT40 TDP1 no CPT	-12%	u	-17%	u	-4%	10µM*	-21%	-3%	u	-4%
TDP1 block	5%	3%	4%	10%	3%	10%	x	5%	-5%	-2%
TDP1 cell CPT	-3%	u	5%	u	2%	u	-3%	-7%	u	-3%

21	O=C(CC[C@H]1O[C@@H](n2ccc(=O)[nH]c2=O)[C@H](O)[C@@H]1O)N[C@H](Cc1ccccc1)C(=O)NCC1CCCO1 (stereo partly drawn)
22	COc1ccc(S(=O)(=O)Nc2cccc3c2O[C@@H](CN(C)CC2CC2)[C@@H](C)CN([C@@H](C)CO)C3=O)cc1
23	CCCNC(=O)c1cc(Cl)c(NC(=O)C2=C(C)OCCS2)cc1OC
24	Cc1ccc(C(CC(=O)O)Nc2nc(N3CCOCC3)nc(N3CCOCC3)n2)cc1 (stereo not drawn)
25	CC(C)(C)OC(=O)N1CCC(c2c(C(=O)NCCN3CCOCC3)cnn2-c2ccccc2)CC1
26	COc1ccccc1-c1nnc(SC(C)C(=O)N2CCOCC2)o1 (stereo not drawn)
27	CC(=O)NC(c1cccc(F)c1)c1nc(-c2cccc(C(=O)O)c2)cs1 (stereo not drawn)
28	COCCC1CCCCN1C(=O)c1ccc(OC)c(OC2CCN(C(C)=O)CC2)c1 (stereo not drawn)
29	CCc1nc2c(OCC(=O)C(C)(C)C)cccn2c1N(C=O)CC(=O)N(C)C
30	Cc1cccc(OCC(=O)N2CCC(c3ccccc3)C2)c1 (stereo not drawn)
Screen / compound no.	21	22	23	24	25	26	27	28	29	30
DT40 TDP1 no CPT	8%	2%	u	-21%	5.8µM*	-23%	-5%	-16%	8%	-16%
TDP1 block	x	0%	x	-5%	-2%	x	x	x	x	2%
TDP1 cell CPT	-6%	-5%	u	-9%	5.8µM*	-1%	12%	12%	-19%	-26%

Six records drawn at random from the list so far:
24	Cc1ccc(C(CC(=O)O)Nc2nc(N3CCOCC3)nc(N3CCOCC3)n2)cc1 (stereo not drawn)
21	O=C(CC[C@H]1O[C@@H](n2ccc(=O)[nH]c2=O)[C@H](O)[C@@H]1O)N[C@H](Cc1ccccc1)C(=O)NCC1CCCO1 (stereo partly drawn)
27	CC(=O)NC(c1cccc(F)c1)c1nc(-c2cccc(C(=O)O)c2)cs1 (stereo not drawn)
23	CCCNC(=O)c1cc(Cl)c(NC(=O)C2=C(C)OCCS2)cc1OC
28	COCCC1CCCCN1C(=O)c1ccc(OC)c(OC2CCN(C(C)=O)CC2)c1 (stereo not drawn)
29	CCc1nc2c(OCC(=O)C(C)(C)C)cccn2c1N(C=O)CC(=O)N(C)C
Screen / compound no.	24	21	27	23	28	29
DT40 TDP1 no CPT	-21%	8%	-5%	u	-16%	8%
TDP1 block	-5%	x	x	x	x	x
TDP1 cell CPT	-9%	-6%	12%	u	12%	-19%

Continued.
31	COCCNC(=S)NNC(=O)c1ccco1
32	O=C(CSc1nc(C2CC2)nc2c1cnn2-c1ccccc1)Nc1c[nH]c(=O)[nH]c1=O
33	Cc1ccc(NC2CCCN(C(=O)CCC3=NNC(=O)CC3)C2)cc1C (stereo not drawn)
34	COc1ccc(S(=O)(=O)NNC(=O)c2cc3c4ccccc4n(C)c3s2)cc1
35	CCCCN1C(N)=NC[C@@H]1C(C)O (stereo partly drawn)
36	Cc1ccc(NS(=O)(=O)c2cc(NC(=O)c3cc4c(s3)CCCC4)ccc2C)c(C)c1
37	CCN(CC(=O)Nc1ccc(OC)cc1)C(=O)c1ccc(N2CCCC2=O)cc1
38	CC1CCc2c(sc(NC(=O)c3cc(-c4ccc(Br)cc4)on3)c2C(N)=O)C1 (stereo not drawn)
39	CCOc1ccc(NC(=O)Cn2c(=O)n(CCCCCC(=O)NCc3ccccc3)c(=O)c3sccc32)cc1
40	O=C(Cc1ccccc1)Nc1c(C(=O)Nc2ccccc2F)oc2ccccc12
Screen / compound no.	31	32	33	34	35	36	37	38	39	40
DT40 TDP1 no CPT	-10%	u	-7%	4.1µM*	1%	u	-6%	-13%	16µM*	u
TDP1 block	4%	-3%	2%	-2%	x	5%	1%	3%	-1%	4%
TDP1 cell CPT	-20%	-25%	-17%	2.9µM*	0%	u	-10%	-28%	u	u

41	CC(=O)NCCn1c(SCC(=O)NCC2CCCO2)nc2ccccc2c1=O (stereo not drawn)
42	CN(C)CCCNC(=O)c1cc(S(=O)(=O)N2CCOCC2)ccc1F
43	Cc1ccc(NC(=O)Cn2c(=O)n(CCC(=O)NCCc3ccccc3)c(=O)c3ccccc32)cc1
44	N#Cc1ccccc1Cn1c(=O)n(CCCCC(=O)NCc2ccc3c(c2)OCO3)c(=O)c2ccccc21
45	COc1ccc(S(=O)(=O)N2CCC(C(=O)NCC3CCCO3)CC2)cc1 (stereo not drawn)
46	COc1ccc(S(=O)(=O)N2CCc3ccccc32)cc1C(=O)OCC(=O)c1c(N)n(C)c(=O)n(C)c1=O
47	O=C(CCl)N1c2ccccc2OCC1c1ccccc1 (stereo not drawn)
48	CCOC(=O)CC1COCCN1Cc1cn[nH]c1-c1cc(OC)c(OC)c(OC)c1 (stereo not drawn)
49	OC[C@@H]1CN(Cc2cccs2)C[C@H](n2cnc3c(N4CCOCC4)ncnc32)O1
50	COc1cccc(N2CCN(CC(=O)Nc3ccc(SC(F)F)cc3)CC2)c1
Screen / compound no.	41	42	43	44	45	46	47	48	49	50
DT40 TDP1 no CPT	14%	-4%	-10%	-12%	-2%	-15%	2.6µM*	-23%	-19%	-9%
TDP1 block	5%	-7%	5%	-1%	-10%	-7%	-5%	x	x	0%
TDP1 cell CPT	1%	9%	-11%	u	-5%	-16%	2.3µM*	u	-6%	-17%

(further entries)
cpd	Structure	DT40 TDP1 no CPT	TDP1 block	TDP1 cell CPT
51	Clc1cccc(N/N=C/c2ccc(N3CCOCC3)s2)c1	9%	7%	-5%
52	CCN(CC(=O)Nc1ccc(NC(C)=O)cc1)C(=O)CC1OC(=O)c2ccccc21 (stereo not drawn)	2%	0%	-1%
53	O=C(O)c1c[nH]ccc1=O	-11%	0%	-12%
54	Cc1cc(NC(=O)CSc2nnc3c(C)cc4cc(C)c(C)cc4n23)no1	-19%	5%	11%
55	COCCn1c(=S)[nH]c2cc(OC)c(OC)cc2c1=O	-3%	2%	-5%
56	CCOC(=O)CC(=O)CSc1nccc(-c2cccnc2)n1	u	4%	-18%
57	CS(=O)(=O)N(CC(=O)Nc1cccc([N+](=O)[O-])c1)c1cccc(F)c1	-7%	u	-18%
58	CC(NC(=O)c1ccc2c(c1)OCCO2)C(=O)O (stereo not drawn)	-1%	2%	5%
59	Cc1cccc(C)c1NC(=O)CNC(=O)CCC(=O)c1cccs1	12%	1%	9%
60	O=C(OCC(=O)N1CCCCCC1)c1cc(S(=O)(=O)N2CCOCC2)ccc1F	-3%	x	-1%
61	COc1ncccc1C(=O)Nc1c(-c2ccccc2)[nH][nH]c1=O	2%	x	3%
62	O=C(Nc1ccc(F)c([N+](=O)[O-])c1)C1CCCO1 (stereo not drawn)	-23%	x	-11%
63	COc1ccc(S(=O)(=O)N2CCCCCC2)cc1C(=O)Nc1ccccn1	-8%	4%	-17%
64	Cc1ccc(N(CC(=O)NC2CCCCC2)S(=O)(=O)c2c(C)noc2C)cc1	-29%	5%	u
65	CCOC(=O)C1=C(C)NC(=O)NC1c1ccc(OCC(=O)Nc2ccccc2)c(OC)c1 (stereo not drawn)	u	11%	u
66	O=C(Oc1ccc(F)c(F)c1)c1ccc2c(=O)n3c(nc2c1)CCC3	-25%	7%	-27%
67	Cc1cccc(NC(=O)COC(=O)CCc2ccccc2)c1C	-1%	x	-6%
68	CC(C)(C)OC(=O)NCCCCCNC(=O)c1[nH]cnc1C(=O)Nc1nccs1	u	0%	u
69	O=C(C[n+]1ccncc1)c1ccc2c(c1)CCCC2	u	x	u
70	COc1ccc(CCNC(=O)CSc2cn(CCNC(=O)c3cccc(C(F)(F)F)c3)c3ccccc23)cc1OC	15µM*	3%	21µM*
71	COc1ccccc1C(=O)NC(C)c1ccccc1 (stereo not drawn)	u	2%	-13%
72	CCOC(CCn1c(SCc2ccc([N+](=O)[O-])cc2)nc2ccccc2c1=O)OCC	13µM*	0%	15µM*
73	CCOC(=O)C1=C[C@@H](C(C)C)N(S(=O)(=O)c2ccc([N+](=O)[O-])cc2)[C@H]1c1ccccc1	u	x	u
74	COc1cc(NC(C)C(=O)N2CC(C)OC(C)C2)cc(OC)c1 (stereo not drawn)	-5%	-7%	-25%
75	CCC(=O)/C=C1\Sc2ccccc2N1CC	-15%	-1%	-25%
76	CC12CCC(C(=O)N(NC(=O)c3cc(Cl)ccc3O)C1=O)C2(C)C (stereo not drawn)	-14%	7%	-18%
77	Cc1cc(OC(=O)C(c2ccccc2)c2ccccc2)c([N+](=O)[O-])c(=O)[nH]1	0%	0%	-2%
78	Cc1ccc(-c2nc(S(=O)(=O)c3ccc(C)cc3)c(N3CCCCCC3)o2)cc1	u	x	u
79	Cc1ccc(NC(=O)CCn2cnc3cc(C)c(C)cc32)cc1	-10%	7%	-2%
80	CCOC(=O)N1CCc2c(sc(NCc3sccc3C)c2C(=O)Nc2ccccc2OCC)C1	23µM*	9%	u
81	O=C(NCc1nc2ccccc2[nH]1)c1ccc([N+](=O)[O-])cc1	6%	5%	10%
82	COc1cccc(C2=CC(=O)CC(C)(C)C2=O)c1	-18%	x	-7%
83	O=S(=O)(c1ccc(Cl)c(NC(=S)N/N=C/c2ccc(O)cc2)c1)N1CCOCC1	4.6µM*	8%	4.1µM*
84	CCC(C(=O)Nc1c(C)cccc1C)n1c(-c2cc(C)cs2)nc2ccccc21 (stereo not drawn)	-15%	x	1%
85	Cc1cccnc1NC(=O)CSc1ncnc2sc(C)c(C)c12	u	-11%	-16%
86	O=C(c1ccc2c(c1)N(Cc1ccccc1)CCS2)N1CCOCC1	u	5%	-16%
87	O=C1CC(C(=O)O)C(c2ccccc2)c2ccccc21 (stereo not drawn)	-16%	x	0%
88	Nc1ccc(C(=O)Oc2ccc([N+](=O)[O-])cc2)cc1	-8%	0%	-5%
89	C=C(C)Cn1c(SCC(=O)N/N=C/c2cccc(O)c2)nc2ccccc2c1=O	u	5%	u
90	Cc1nnc(SCC(=O)Nc2ncc3c(n2)CCCC3=O)s1	-17%	3%	2%
